Source: PubChem (National Center for Advancing Translational Sciences (NCATS))
Vif-A3F inh = inhibitors of Vif-A3F interaction | Potency, µM (doses to about 46.1 µM), inactives show at the top dose activity, negative = active | actives 0.2% (n = 390,000) | HeLa A3F-eYFP + Vif (tagged APOBEC3F with the HIV-1 protein that degrades it), YFP fluorescence increase; note: potency is the fitted concentration of half-maximal effect; % of control where 0% means no effect; nearly all actives have a fitted effect of over 65% in size
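HeLa cells stably expressing Vif plus C-terminally eYFP-tagged A3F were seeded, incubated overnight at 37 deg C, dosed with compound, incubated overnight again at 37 deg C. Yellow fluorescence (Ex 488/Em 500-530) reported blocked Vif-mediated A3F-eYFP degradation.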
D1 potentiator = human D1 dopamine receptor positive modulation; P21728; HEK293 TREx D1 cells, calcium flux, dopamine EC20 potentiation; potentiation, % at 10 µM; actives 0.036% (n = 360,000); in the data active = potentiation above about 30%; note: 0% is about no effect
D1 antagonist = blocks dopamine activation of the human D1 receptor | activity change, negative = inhibition, % at 10 µM | AID 504652 | P21728 | actives 3.2% (n = 360,000) | HEK293 TREx D1 cells, calcium flux, dopamine EC80; hits give low values; in the data active = activity change below about -30%; note: % is set by controls: 0 for no effect and ±100 for the full control effect
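Kinetic fluorescence of a calcium dye serves as the read-out. D1-expressing Hek293 Trex cells, induced overnight at 30 C, are exposed to compound for 180 s before an EC80 dopamine addition, then read 180 s further.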
Vif-APOBEC3G blk = inhibitors of Vif-APOBEC3G interaction; HeLa A3G-eYFP + Vif (tagged APOBEC3G with the HIV-1 protein that degrades it), YFP fluorescence, overnight; Q9HC16; actives 0.076% (n = 410,000); Potency, µM (series often up to 46.1 µM), for inactives: at the top dose activity, negative = active, usual class: inhibitors; AID 602310;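 note: potency is the fitted concentration of half-maximal effect; % is set by controls: 0 for no effect and ±100 for the full control effect; nearly all actives have a fitted effect of over 60% in size; hits raise eYFP signal because A3G escapes Vif-driven loss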
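HeLa cells stably expressing Vif and C-terminally eYFP-tagged A3G, seeded overnight at 37 deg C, then exposed to compound by pintool overnight at 37 deg C. Rise in yellow fluorescence (Ex 488/Em 500-530, Acumen) marks blocked Vif-driven A3G degradation.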
D2 PAM = D2 dopamine receptor (human) potentiation; P14416; HEK293 T-REx D2, calcium flux, EC20 dopamine potentiation; potentiation, % at 10 µM; actives 0.34% (n = 340,000); AID 485347;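 active = potentiation over 3 SD above the plate norm, cut at about 30% in these data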; note: 0% is about no effect
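Tetracycline-induced HEK293 T-REx cells force-coupled to calcium signalling expressed D2; compounds were pin-added after a 10 s baseline, read kinetically 180 s, then an EC20 dopamine challenge followed with a further 180 s calcium read.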
LDHA inh = inhibitors of human lactate dehydrogenase A. P00338. purified LDHA, NADH/diaphorase-resazurin fluorescence; hits give low values. activity change, % (values are at about 110 or 230 µM). actives 0.15% (n = 480,000). AID 1347041; in the data active = activity change below about -30%; inconclusive = mostly about -25% to -30%;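 note: plate controls were DMSO wells for no effect and wells without enzyme for full effect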
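Human LDH5 (2 nM) was incubated with 0.06 mM NADH and 0.2 mM pyruvate for 5 min at room temperature in Tris pH 7.4. Remaining NADH was coupled through diaphorase/resazurin, and resorufin fluorescence was read at 0 and 20 min.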
GRP78 ERSR act = ER stress response induction in glioma; U87-MG GRP78 promoter luciferase reporter, 16 h; Potency, µM, without a hit: at the highest dose activation, hits mostly activators; actives 0.02% (n = 420,000); AID 602332; note: potency is the fitted concentration of half-maximal effect; series mostly up to about 76 µM; % of control where 0% means no effect; nearly all actives have a fitted effect of over 35% in size
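Stably transfected U87-MG glioma cells carrying a GRP78-based luciferase sensor; 16 h compound incubation. Luminescence end-point read 10 min after Bright-Glo addition at room temperature.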
D1 agonist = activates the human D1 dopamine receptor; P21728; HEK293 T-REx D1 cells, calcium flux, agonist mode; activation, % at 2 µM; actives 1% (n = 360,000); AID 504660; in the data active = activation above about 30%; note: 0% is about no effect
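Inducible HEK293 T-REx D1 cells, force-coupled to calcium signalling, were plated at 4000 cells/well with tetracycline and held overnight at 30 C. After no-wash calcium dye loading, compound-evoked calcium rise over 180 s flagged agonists.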
RXFP1 agonist = RXFP1 (human) receptor agonism; Q9HBX9; HEK293T-RXFP1 cAMP TR-FRET, 30 min; response scale: percent of porcine relaxin response, buffer zero; Potency, µM (titrated, usually from 57.5 µM), inactives show top-dose activation, actives largely listed as activators; actives 0.3% (n = 370,000); note: potency is the fitted concentration of half-maximal effect; % is set by controls: 0 for no effect and ±100 for the full control effect; nearly all actives have a fitted effect of over 60% in size; many of its hits are not listed in these tables
Target sequence (Q9HBX9 whole entry, looked up): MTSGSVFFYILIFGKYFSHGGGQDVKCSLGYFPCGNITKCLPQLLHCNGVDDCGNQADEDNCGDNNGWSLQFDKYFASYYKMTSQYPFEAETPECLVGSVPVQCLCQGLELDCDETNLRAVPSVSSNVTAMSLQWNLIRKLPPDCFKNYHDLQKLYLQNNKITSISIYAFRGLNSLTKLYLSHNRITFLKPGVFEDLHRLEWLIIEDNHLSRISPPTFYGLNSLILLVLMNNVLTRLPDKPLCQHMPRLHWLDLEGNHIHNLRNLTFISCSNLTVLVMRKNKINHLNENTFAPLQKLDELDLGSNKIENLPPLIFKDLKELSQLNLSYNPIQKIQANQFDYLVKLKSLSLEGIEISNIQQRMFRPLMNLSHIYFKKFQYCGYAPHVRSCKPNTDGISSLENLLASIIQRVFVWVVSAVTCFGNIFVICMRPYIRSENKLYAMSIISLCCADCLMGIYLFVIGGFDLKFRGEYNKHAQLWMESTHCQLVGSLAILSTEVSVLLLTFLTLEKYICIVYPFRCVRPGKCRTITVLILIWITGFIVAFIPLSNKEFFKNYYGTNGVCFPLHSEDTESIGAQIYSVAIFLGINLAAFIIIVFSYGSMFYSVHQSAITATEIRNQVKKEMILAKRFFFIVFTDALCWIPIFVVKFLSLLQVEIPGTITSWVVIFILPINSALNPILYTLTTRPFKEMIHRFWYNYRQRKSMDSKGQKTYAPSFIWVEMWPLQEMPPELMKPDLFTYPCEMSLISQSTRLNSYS
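HEK293T cells stably expressing RXFP1 were pretreated with the PDE4 inhibitor Ro 20174, exposed to compounds for 30 min at 37C, lysed, and cAMP was read by TR-FRET. Data normalized to buffer (basal) and 29 nM porcine relaxin (100%).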
* marks the source's active call; other numbers are inactive results; ? = inconclusive; / = not tested or not shown; & = joins results of further samples. Unless noted, calls come from the whole dose curve; as a rule, active = well fitted curve in the direction sought with a large enough effect; inconclusive = small, poorly fitted or top-dose-only effect, or another doubt; inactive = no such curve, though single readings can be large; an effect the other way counts as inactive or inconclusive.

SMILES	Vif-A3F inh	D1 potentiator	D1 antagonist	Vif-APOBEC3G blk	D2 PAM	LDHA inh	GRP78 ERSR act	D1 agonist	RXFP1 agonist
CCCCCCn1c(=O)[nH]c2nc3cc(N)ccc3nc2c1=O	?	16.3	-14.0	?	2.7	22.0	-1.1%	451.4*	3.8%
CN(C(=O)COc1ncnc2ccccc12)C1CCCCC1	1.1%	/	/	1.9%	/	-3.6	-2.2%	/	/
Cc1cc(SCC(=O)N/N=C/c2ccccc2C(=O)O)c(C)cc1Br	6.8%	-1.1	3.6	-8.1%	-0.7	-6.4	-0.8%	2.8	-0.1%
CN(C)CCCN(C(=O)c1cc2cc([N+](=O)[O-])ccc2s1)c1nc2cc3c(cc2s1)OCCO3	-7.7%	-1.9	7.3	-26.7%	-1.1	4.1	-14.7%	2.5	0.5%
Cc1nc2c(n1O)CCC/C2=N\O	-3.3%	-2.6	8.4	1.3%	6.0	-4.6	-3.9%	1.9	4.0%
Cc1ccc(CN2CCC[C@]3(N[C@H](c4ccccc4)[C@@H]4C(=O)N(Cc5ccccc5)C(=O)[C@@H]43)C2=O)cc1	-3.7%	/	/	-5.7%	/	1.9	-0.1%	/	/
Cc1nn(-c2ccccc2)c(C)c1C(=O)OCC(=O)N1CCN(S(=O)(=O)c2ccccc2)CC1	12.1%	-5.1	-20.9	-1.8%	-7.2	-2.4	-0.1%	1.9	1.9%
O=c1c2cnn(-c3ccc(F)cc3)c2ncn1Cc1ccccc1	-14.7%	0.5	-20.4	-3.6%	-1.8	-6.7	-0.3%	10.0	0.1%
Cc1ccc(-c2nc3[nH]c(=O)cc(NC(=O)c4cccs4)n3n2)cc1	-7.9%	9.2	-6.0	-28.5%	7.0	-2.9	-3.6%	2.4	2.6%
O=C(O)C(C1CCCCC1)C1(O)CCCC1 (centres undefined)	0.3%	/	/	-0.5%	/	-9.5	-1.0%	/	/
CCOC(=O)CNC(=S)N(Cc1cccs1)C1CCCCC1	-9.1%	-6.4	-23.9	-7.2%	-3.7	-18.7	-3.0%	-1.2	0.2%
CCN(CC)c1nc(NN)nc(Nc2ccc(C)c(Cl)c2)n1	-15.7%	/	/	-4.4%	/	5.1	-0.3%	/	/
CNC(=S)N(CCc1c(C)[nH]c2ccc(Cl)cc12)Cc1cccs1	/	-2.1	-7.2	/	11.2	/	/	-1.5	1.0%
Cc1nnsc1NC(=O)OCc1ccc(C(F)(F)F)cc1	/	-2.5	-3.2	-5.4%	-2.0	-4.1	-1.8%	4.7	0.2%
Cc1ccc(-n2nnc(-c3nsc(NC(=O)c4ccc(C)c(C)c4)n3)c2C)cc1	-20.2%	4.4	8.2	0.3%	/	-8.8	-2.4%	3.5	?
O=C(N/N=C/c1ccncc1)c1cc([N+](=O)[O-])cc([N+](=O)[O-])c1O	/	1.9	17.5	1.2%	9.0	2.2	5.4%	0.7	1.3%
Cc1csc(CNC(=O)C2CCC(=O)N(CCc3cccc(F)c3)C2)n1 (centres undefined)	-2.2%	-1.7	35.7	-3.0%	0.7	0.4	-4.1%	1.6	-0.2%
Cc1ccc(S(=O)(=O)Nc2cc(C(C)C)c(O)cc2C)cc1	0.2%	-2.0	-4.5	-8.4%	-6.5	4.5	-4.2%	15.0	0.2%
COc1cccc(NC(=O)NCCN2CCCCC2)c1	2.4%	-2.9	-1.6	3.6%	-5.2	-0.2	-2.4%	6.6	0.3%
COc1ccc(NC(=O)c2oc3ccccc3c2NC(=O)c2cc(=O)c3cc(Cl)ccc3o2)cc1	-0.2%	0.4	-10.7	-0.6%	-10.1	-7.0	-3.7%	-0.1	0.0%
COc1cc(OC)c(NC(=O)CN2C(=O)CCn3nc(-c4cccn4C)cc32)cc1Cl	3.9%	0.6	-19.2	-1.4%	9.7	-2.9	-1.8%	1.2	-1.2%
COc1ccc(Cl)cc1N1CCN(CCNC(=O)Nc2ccccc2C)CC1	-14.8%	-9.6	-14.8	-11.6%	-24.6	4.2	-4.1%	7.9	-1.3%
Cc1ccc(CNC(=S)N(C)C)cc1	-6.7%	-5.5	8.6	3.4%	-11.3	3.1	-3.4%	-0.6	-3.0%
Cc1ccc2cc(CN(CC3CCCO3)C(=S)Nc3ccccc3)c(=O)[nH]c2c1C (centres undefined)	1.6%	-4.0	2.3	?	1.9	-2.5	-0.1%	0.3	0.6%
Cc1cccc(CC(=O)Nc2ccc(C(=O)N3CCCCC3)cc2)c1	-11.0%	8.4	13.1	-1.3%	8.6	-3.8	0.3%	3.0	0.8%

3 structures already listed, sorted by SMILES length, high to low:
SMILES	Vif-A3F inh	D1 potentiator	D1 antagonist	Vif-APOBEC3G blk	D2 PAM	LDHA inh	GRP78 ERSR act	D1 agonist	RXFP1 agonist
Cc1ccc2cc(CN(CC3CCCO3)C(=S)Nc3ccccc3)c(=O)[nH]c2c1C (centres undefined)	1.6%	-4.0	2.3	?	1.9	-2.5	-0.1%	0.3	0.6%
O=c1c2cnn(-c3ccc(F)cc3)c2ncn1Cc1ccccc1	-14.7%	0.5	-20.4	-3.6%	-1.8	-6.7	-0.3%	10.0	0.1%
CCOC(=O)CNC(=S)N(Cc1cccs1)C1CCCCC1	-9.1%	-6.4	-23.9	-7.2%	-3.7	-18.7	-3.0%	-1.2	0.2%

The listing continues.
SMILES	Vif-A3F inh	D1 potentiator	D1 antagonist	Vif-APOBEC3G blk	D2 PAM	LDHA inh	GRP78 ERSR act	D1 agonist	RXFP1 agonist
Cc1cc(NS(=O)(=O)c2ccc(NC(=O)COc3ccccc3C(C)C)cc2)no1	-18.4%	8.1	0.6	-13.0%	8.3	-6.5	-0.9%	-0.3	2.3%
COc1cccc(Nc2nnc(SCC(=O)Nc3sccc3C(N)=O)s2)c1	-2.8%	-7.6	-2.0	-6.1%	0.1	-14.3	-3.6%	4.3	1.2%
CCc1nnc(SCC(=O)Nc2ccc(OC)c(OC)c2)c2cc3occc3n12	1.7%	-4.1	0.5	-2.4%	-3.6	0.0	-2.7%	0.0	?
CCOc1nnc(C)c2c(C)n(-c3cccc(Cl)c3)nc12	?	-17.2	4.2	?	-5.8	-0.5	-0.8%	7.8	-0.1%
CC1Cc2ccccc2N1S(=O)(=O)c1cccc(C(=O)NCCCO)c1 (centres undefined)	-1.3%	-2.0	-2.2	-4.4%	-18.8	0.3	-3.1%	3.7	1.4%
CCOc1ccc(NC2=NCCC(=O)N2Cc2cccs2)cc1	-10.1%	-4.3	-16.5	2.4%	-15.9	0.9	-0.8%	1.3	1.8%
CN(c1ccc(OCC(=O)N2CCCC2)cc1)S(=O)(=O)c1ccc(Cl)cc1	-3.8%	/	-5.8	-1.2%	-8.5	-3.7	-3.7%	12.4	0.3%
COc1cc(OC)cc(C(=O)Nc2ccc3nc4n(c(=O)c3c2)CCCCC4)c1	5.1%&6.9%	2.4&-1.1	3.3&-5.7	8.0%&1.7%	-1.9&0.8	-3.3&-1.5	?	0.5&-2.3	1.1%&2.8%
O=C(NC(=S)NNS(=O)(=O)c1ccccc1)c1ccc([N+](=O)[O-])cc1	-0.5%	1.4	-12.0	1.4%	9.5	8.2	-6.0%	-0.2	5.1%
Cc1ccc(C2=NS(=O)(=O)N(C)C(C(=O)NC3CCCCC3)=C2)cc1	-7.3%	0.2	-9.7	5.2%	-9.0	-7.2	-5.4%	6.5	4.1%
O=C(COc1cccc(-n2cnnn2)c1)Nc1ccc([N+](=O)[O-])cc1	-0.8%	-4.2	-23.3	4.1%	-29.8	-8.2	-2.0%	6.0	12.0%
CCC(=O)NC1=C(Nc2ccc(N)cc2)C(=O)c2ccccc2C1=O	-6.1%	-2.5	-4.0	-4.6%	-5.5	19.3	-10.4%	0.1	8.2%
CC(=O)N1CCC2(CC1)C/C(=N\NC(=S)Nc1ccccc1F)c1cc(O)ccc1O2	-0.6%	-3.5	-17.2	2.7%	11.6	-4.0	-8.2%	2.6	3.0%
Cc1sc2nc(CSc3nc4ccccc4c(=O)n3CCCN3CCOCC3)[nH]c(=O)c2c1C	-17.8%	4.5	7.5	-26.3%	22.6	-13.7	0.6%	1.0	4.5%
CNc1c(C(=O)O)ccc2c1C(=O)c1ccccc1C2=O	9.0%	0.4	9.4	0.2%	5.4	0.7	-4.1%	2.0	2.1%
CC(=O)c1ccc(NS(=O)(=O)c2ccc(-c3cnc(C4CC4)o3)cc2)cc1	1.0%&-1.5%	-6.1&-2.3	-2.6&-23.1	-5.2%&-4.4%	7.3&9.8	-6.0&-1.7&-4.9	-1.9%&-0.8%	7.0&5.9	1.4%&2.1%
CCONC(=O)Nc1ccccc1	2.9%	-1.9	1.9	3.0%	-2.5	-1.7	-2.7%	3.9	2.0%
COc1ccc(/C=C/c2noc(-c3ccccc3OC(C)=O)n2)cc1	-2.6%	-8.8	-20.5	-5.0%	3.9	-7.4	-8.3%	6.9	1.9%
C/C(N)=C(/C#N)C(=O)COC(=O)C1CCN(S(=O)(=O)c2cccs2)CC1	2.2%	/	/	-5.0%	/	-2.7	-0.3%	/	/
CCN(CC(=O)NCc1cccs1)C(=O)/C=C/c1cc(OC)c(OC)c(OC)c1	0.7%	1.7	0.2	-0.6%	-5.3	1.6	-5.3%	0.5	0.1%
Cc1ccc(OCCN2C(=O)C(=O)c3cccc(C)c32)cc1	1.0%	0.9	0.4	-0.3%	4.5	-12.5	-3.4%	3.1	-0.3%
Cc1cccnc1NC(=O)CN1C(=O)NC(C)(c2ccc3ccccc3c2)C1=O (centres undefined)	5.4%	-2.5	11.1	1.8%	-16.8	-3.9	-3.8%	2.0	1.5%
CCOC(=O)C(CCCCP(=O)(c1ccccc1)c1ccccc1)(NC(C)=O)C(=O)OCC	6.4%	-4.0	-3.4	-3.8%	3.0	-2.9	-3.3%	1.9	4.0%

An excerpt. The share of hits here may be higher or lower than overall.
